IL-2 act: qHTS of IL-2 Activators; activation, % (series mostly up to about 46 µM); AID 652025, 2013; actives 0.065% (n = 360,000); IL-2 activation reporter assay, cell-based qHTS; stimulated with anti-CD3/CD4/CD28 beads; in transgenic mouse T cells; in the data active = activation above about 50%; inconclusive = mostly about 30% to 49%; also: 0% is about no effect
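Screening format: compound pinned onto unstimulated transgenic mouse T cells, 60 min incubation, then anti-CD3/anti-CD4/anti-CD28 bead stimulation for 18 hours at 37 degrees C, followed by EGFP and DsRed detection.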
EPAC1 agonist: qHTS for Agonist of cAMP-regulated guanine nucleotide exchange factor 3 (EPAC1): primary screen. EPAC1 agonist qHTS, biochemical assay; response scale: 100% = response to 6.5 mM cAMP. actives 0.073% (n = 360,000). Potency, µM (highest dose often 154 µM), inactives show at the top dose activation, most hits filed as activators. AID 720707, 2013. Rap guanine nucleotide exchange factor 3 (Homo sapiens), O95398; also: potency is read from the fitted curve at half-maximal effect; nearly all actives have a fitted effect of over 60% in size
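Nucleotide exchange by EPAC1 (100 nM) on Rap1B–BODIPY-GDP (250 nM) in the presence of 50 uM GDP is tracked fluorescently at 480/540 nm over 30 min. Signals are normalized to a 6.5 mM cAMP control.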
PI5P4K alpha inh: qHTS for Inhibitors of phosphatidylinositol 5-phosphate 4-kinase (PI5P4K) | Phosphatidylinositol 5-phosphate 4-kinase type-2 alpha (Homo sapiens), P48426 | actives 1.2% (n = 330,000) | PI5P4Kalpha enzyme, ADP-Glo luminescence, 60 min; hits give low values | max response, %; active = max response of -50% or lower; inconclusive = between -30% and -50%; inactive = -30% or higher; also: value at the top dose of about 77 µM; % is scaled to controls: 0 for no effect and ±100 for the full control effect
Target sequence (P48426 whole entry, looked up): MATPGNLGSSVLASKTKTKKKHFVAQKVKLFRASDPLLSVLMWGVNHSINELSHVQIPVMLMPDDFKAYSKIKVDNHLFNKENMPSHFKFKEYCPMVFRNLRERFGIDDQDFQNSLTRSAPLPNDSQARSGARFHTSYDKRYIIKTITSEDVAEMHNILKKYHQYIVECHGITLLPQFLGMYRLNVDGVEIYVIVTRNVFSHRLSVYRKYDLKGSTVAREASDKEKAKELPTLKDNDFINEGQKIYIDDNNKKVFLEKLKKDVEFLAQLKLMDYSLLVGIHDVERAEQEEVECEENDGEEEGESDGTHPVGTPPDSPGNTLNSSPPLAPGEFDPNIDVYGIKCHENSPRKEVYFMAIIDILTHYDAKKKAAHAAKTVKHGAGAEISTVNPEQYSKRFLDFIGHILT
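PI5P4Kalpha ADP-Glo assay; 5 microM ATP final; 60 min RT reaction; HEPES pH 7.4/EGTA/CHAPS, 5% DMSO; controls lacking substrate or enzyme; luminescent end-point.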
CCT modulator: High-Throughput Screening for Modulators of Cytosolic Chaperonin Activity; activity change, % (concentration not given with the values), hits read low; actives 0.3% (n = 360,000); AID 651819, 2012; purified chaperonin ATPase assay, HTRF ADP detection, 30 min; in the data active = activity change below about -30%; also: % is scaled to controls: 0 for no effect and ±100 for the full control effect
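TRiC at 40 or 20 nM final (batch-dependent) in 30 mM Tris pH 7.4, 100 mM KCl, 5 mM MgCl2, 1 mM DTT, with compound at single 76 uM and 10 uM ATP, 30 min at 37 deg C. ADP detected by HTRF Transcreener, 665/615 ratio.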
EPAC2 agonist: qHTS for Agonist of cAMP-regulated guanine nucleotide exchange factor 4 (EPAC2): primary screen; Rap guanine nucleotide exchange factor 4 (Homo sapiens), Q8WZA2; EPAC2 activation, biochemical qHTS; response scale: 100% = 6.5 mM cAMP response; Potency, µM (top dose mostly 154 µM), without a hit: top-dose activation, hits mostly activators; actives 0.079% (n = 360,000); AID 720711, 2013; also: potency is read from the fitted curve at half-maximal effect; nearly all actives have a fitted effect of over 50% in size
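Guanine nucleotide exchange by EPAC2 is measured as reduced fluorescence of BODIPY-GDP once it is released from 250 nM Rap1B. Plates are read kinetically for 30 min at room temperature; results are scaled to 6.5 mM cAMP.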
PLK1 PBD inh: qHTS for Inhibitors of PLK1-PDB (polo-like kinase 1 - polo-box domain): Primary Screen; Serine/threonine-protein kinase PLK1 (Homo sapiens), P53350; Plk1 PBD binding of FITC phosphopeptide, fluorescence polarization; Potency, µM, for the others: max response, negative = inhibition, actives largely listed as inhibitors; actives 2.8% (n = 360,000); also: potency is read from the fitted curve at half-maximal effect; series mostly up to about 57 µM; % is scaled to controls: 0 for no effect and ±100 for the full control effect; nearly all actives have a fitted effect of over 65% in size
Target sequence (P53350 whole entry, looked up, the tested form may be a part): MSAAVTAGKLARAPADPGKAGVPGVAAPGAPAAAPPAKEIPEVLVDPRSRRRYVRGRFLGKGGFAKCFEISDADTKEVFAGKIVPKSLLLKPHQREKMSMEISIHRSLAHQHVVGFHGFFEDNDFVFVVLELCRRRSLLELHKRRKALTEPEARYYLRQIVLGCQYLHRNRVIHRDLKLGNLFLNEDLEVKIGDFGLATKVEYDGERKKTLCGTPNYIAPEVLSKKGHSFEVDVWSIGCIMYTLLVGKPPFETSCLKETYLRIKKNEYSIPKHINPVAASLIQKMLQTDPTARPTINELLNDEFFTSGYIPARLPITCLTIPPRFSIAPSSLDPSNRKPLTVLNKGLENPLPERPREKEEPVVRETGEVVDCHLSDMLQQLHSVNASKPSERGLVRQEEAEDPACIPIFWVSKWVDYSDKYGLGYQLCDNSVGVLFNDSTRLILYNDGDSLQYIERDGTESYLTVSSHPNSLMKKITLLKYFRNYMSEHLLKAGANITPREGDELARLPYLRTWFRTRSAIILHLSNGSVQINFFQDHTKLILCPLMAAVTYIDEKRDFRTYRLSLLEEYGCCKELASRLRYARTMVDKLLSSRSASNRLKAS
WRN inhibitor: qHTS for Inhibitors of WRN Helicase; WRN helicase unwinding, fluorescent forked duplex, kinetic; AID 651768, 2012; Bifunctional 3'-5' exonuclease/ATP-dependent helicase WRN (Homo sapiens), Q14191; actives 0.46% (n = 360,000); Potency, µM (titrated, usually from 114 µM), for inactives: at the highest dose activity change, negative = inhibition, actives largely listed as inhibitors; also: potency is read from the fitted curve at half-maximal effect; % is scaled to controls: 0 for no effect and ±100 for the full control effect; nearly all actives have a fitted effect of over 55% in size
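WRN at 20 nM final preincubated with compound 15 min at room temperature; reaction started with 100 nM fluorophore/quencher forked duplex oligonucleotide and 2 mM ATP final. Unwinding followed kinetically by red fluorescence (ex 525, em 598 nm).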
EPAC1 antag: qHTS for Antagonist of cAMP-regulated guanine nucleotide exchange factor 3 (EPAC1): primary screen; EPAC1 GEF assay, Rap1b-BODIPY-GDP exchange fluorescence; Potency, µM (top dose mostly 115 µM), without a hit: at the top dose activity change, negative = inhibition, actives largely listed as inhibitors; Rap guanine nucleotide exchange factor 3 (Homo sapiens), O95398; actives 0.14% (n = 360,000);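 also: potency is read from the fitted curve at half-maximal effect; plate controls were vehicle for no effect and positive control for full effect; nearly all actives have a fitted effect of over 50% in size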
Numbers without * were called inactive; ? = inconclusive; . = not tested or not shown; [ ] = another dose, or the depositor's remark. Unless noted, calls follow the shape of the dose curve; as a rule, active = well fitted curve in the direction sought with a large enough effect; inconclusive = small, poorly fitted or top-dose-only effect, or another doubt; inactive = no such curve, though single readings can be large; an effect the other way counts as inactive or inconclusive. Some of the compounds tested; count on the stated rates, not on these rows.

SMILES,IL-2 act,EPAC1 agonist,PI5P4K alpha inh,CCT modulator,EPAC2 agonist,PLK1 PBD inh,WRN inhibitor,EPAC1 antag
c1ccc2c(c1)Sc1cnccc1N2CC1CO1 (centres undefined),-1.3,4%,-2,-0.8,-2%,-6%,-10%,8%
COCCn1nnnc1C(c1ccccc1)N1CCN(c2ccccc2)CC1 (centres undefined),-2.4,-1%,-3,-3.4,7%,-5%,1%,0%
CC(=O)Nc1ccc(SCC(=O)NNC(=O)CN(C)S(=O)(=O)c2ccc(C)cc2)cc1,-0.3,-2%,0,4.2,-3%,-29%,-5%,9%
CC(C)NC(=O)NNc1c(Cl)cncc1Cl,-0.2,3%,-1,-2.0,8%,-3%,12%,-28%
CCOC(=O)CC1=C(C(=O)OCC)C(c2ccncc2)C(C#N)=C(N)O1 (centres undefined),-0.3,-4%,2,0.1,13%,-1%,-6%,-10%
Cn1c(=O)n(Cc2ccc(Br)cc2)c2ccccc21,-0.4,6%,-1,-1.7,10%,-9%,4%,-8%
CN1CCCN(S(=O)(=O)c2ccc(O)c(C(=O)O)c2)CC1,-2.6,17%,-6,0.9,5%,3%,1%,8%
O=C(N/C(=C/c1ccccc1Cl)C(=O)N1CCOCC1)c1ccccc1,6.2,7%,0,-1.2,6%,1%,4%,4%
COc1cc(C)c(-c2cc(C(=O)O)c(C)o2)cc1C(C)C,-0.7,-12%,8,1.0,-3%,-16%,-6%,-25%
COC(=O)c1sccc1NC(=O)CNC(=O)c1ccccc1,-0.3,-3%,0,-76*,-2%,-1%,1%,2%
O=C(CCOc1ccccc1)Nc1nnc(-c2ccc3c(c2)OCCO3)o1,-1.1,-9%,5,0.1,-16%,2%,-8%,-6%
Cc1cc2ccccc2n1CCNC(=O)COc1ccc2ccccc2c1,-1.9,4%,2,1.2,13%,2%,?,-19%
Cn1c(=O)c2c(ncn2CC(=O)Nc2cc(S(=O)(=O)N3CCCCC3)ccc2Cl)n(C)c1=O,-2.4,0%,5,-1.3,1%,?,-22%,-24%
CCCCNC(=O)C1(C)CCCCN1C(=O)c1c(Cl)cccc1Cl (centres undefined),0.4,-3%,0,-1.7,2%,-2%,4%,1%
COC(=O)CCCSc1nccn1-c1ccccc1,-0.6,13%,3,-3.2,6%,-9%,8%,-3%
S=C(Nc1cc(Cl)cc(Cl)c1)N1CCCC1,-1.9,7%,6,-1.9,8%,-13%,-2%,-4%
CC(=O)N1c2ccc(S(=O)(=O)N3CCCC3C(=O)NCc3ccccc3Cl)cc2CC1C (centres undefined),-4.3,-8%,0,-3.7,6%,1%,10%,1%
O=C(Nc1nc2c(s1)CN(Cc1ccccc1)CC2)c1c(F)cccc1F,-1.4,-2%,-27,0.1,3%,21µM*,-11%,19%
CC(C)CC(NC(N)=O)C(=O)NCCc1ccc(Cl)cc1Cl (centres undefined),2.4,1%,3,0.3,2%,0%,-5%,10%
Cc1ccc(C23CC4CC(CC(C(=O)OCC(=O)N(C)C)(C4)C2)C3)cc1,-3.3,8%,5,-1.3,-2%,3%,-1%,13%

An excerpt from above in order of the CCT modulator value, largest number first.
Compound,CCT modulator
O=C(CCOc1ccccc1)Nc1nnc(-c2ccc3c(c2)OCCO3)o1,0.1
O=C(N/C(=C/c1ccccc1Cl)C(=O)N1CCOCC1)c1ccccc1,-1.2
Cn1c(=O)c2c(ncn2CC(=O)Nc2cc(S(=O)(=O)N3CCCCC3)ccc2Cl)n(C)c1=O,-1.3
COCCn1nnnc1C(c1ccccc1)N1CCN(c2ccccc2)CC1 (centres undefined),-3.4

(further entries)
SMILES,IL-2 act,EPAC1 agonist,PI5P4K alpha inh,CCT modulator,EPAC2 agonist,PLK1 PBD inh,WRN inhibitor,EPAC1 antag
Cc1ccc(NC(=S)NCC(C)CSc2ccc(Cl)cc2)cc1 (centres undefined),1.3,3%,-3,-2.8,15%,-14%,-32%,1%
CCN(c1ccc(C)cc1C)S(=O)(=O)c1nnc(NC(=O)C(C)(C)C)s1,-6.1,-10%,-17,-3.4,-3%,2%,-1%,-14%
COC(=O)c1cccc(NC(=O)c2cccc(OC)c2)c1,2.8,-2%,-11,3.1,0%,0%,7%,8%
Cc1noc(C)c1COc1cccc(C(=O)Nc2ccccc2N2CCOCC2)c1,-5.6,-5%,2,1.3,13%,-4%,2%,7%
O=CN1CCN(C2CC(=O)N(c3ccc(Br)cc3)C2=O)CC1 (centres undefined),-0.4,3%,-1,0.7,-9%,-1%,-11%,3%
CCOC(=O)c1cc(C(=O)OCC)c(=O)[nH]c1N1CCCC1,-2.3,4%,14,0.1,3%,-9%,4%,-5%
C/C(=N\NC(=O)c1sccc1C)c1ccncc1,0.6,6%,-4,0.1,8%,1%,0%,-28%
Cc1cc(=O)[nH]c(N2CCN(Cc3ccccc3)CC2)n1,-2.1,7%,.,-0.4,3%,-6%,8%,-1%
Clc1ccc(Cn2nnc3ccccc32)cc1,1.4,3%,2,2.0,0%,-8%,-24%,5%
O=C(Nc1cccc(S(=O)(=O)NC2=NCCC2)c1)c1c(F)cccc1Cl,0.7,6%,1,1.1,5%,-2%,-11%,4%
CN1C(=O)c2cccc3c(N)ccc(c23)C1=O,14,126µM*,-5,0.4,?,3.4µM*,0%,117%[activator]
COc1cc(NC(=O)C(=O)NNC(=O)C2CCCCC2)c(OC)cc1Cl,-4.3,-11%,0,3.3,-10%,-18%,-5%,?
CCOC(=O)c1[nH]c2ccc(F)cc2c1NC(=O)C(C)N1CCc2cc(OC)c(OC)cc2C1 (centres undefined),-2.0,15%,.,-2.4,19%,-2%,-9%,-2%
Cc1ccc(-n2nc(C)c3c2OC(N)=C(C#N)C3c2ccoc2)cc1 (centres undefined),1.1,-9%,-13,-1.4,-1%,-11%,-29%,?
O=c1c2ccccc2nc2n1CCCCC2,-0.1,12%,2,-1.1,0%,-8%,6%,-8%
COc1ccc(Cl)cc1NC(=O)CN(C)C(=O)c1ccc(-n2cncn2)cc1,-0.3,-6%,-1,0.2,3%,6%,7%,1%
CCC(=O)c1ccc(OCC(=O)NC2CCN(Cc3ccccc3)CC2)cc1,0.0,-20%,0,2.3,2%,5%,3%,-3%
O=c1cc(N2CCC3(CC2)OCCO3)[nH]c(=O)n1-c1ccc(Cl)cc1,-3.8,9%,.,-2.8,7%,-8%,-2%,5%
Cc1ccc(Cc2c(-c3ccc(Cl)cc3)nc3ccc(Cl)cn23)cc1,0.3,3%,0,-0.9,15%,-13%,-7%,-17%
CC(C)n1c(O)c(N=Nc2ccc(Cl)nn2)c2ccccc21,88*,-2%,-1,-0.4,-3%,7%,7%,14%

The list goes on.
structure | IL-2 act | EPAC1 agonist | PI5P4K alpha inh | CCT modulator | EPAC2 agonist | PLK1 PBD inh | WRN inhibitor | EPAC1 antag
CSc1cccc(NC(=S)N(CCN(C)C)C(C)c2ccccn2)c1 (centres undefined) | -0.4 | -1% | -2 | -0.8 | 2% | -11% | -4% | -21%
C/C=C/C(=O)Nc1cccc(C2=NOC3(C2)C[C@H](C(N)=O)N(C(=O)/C=C/C)C3)c1 (some centres undefined) | -0.2 | -5% | 0 | 0.2 | 10% | -12% | 3% | 4%
Cc1ccc(CNC(=O)C2CCC(CNS(=O)(=O)c3cccs3)CC2)cc1 (centres undefined) | 0.9 | 5% | 0 | -1.1 | 3% | -1% | -8%[57.1 µM] | 13%
CCNc1nc(NCC)n2c(SCC(=O)Nc3ccc(OC)c(OC)c3)nnc2n1 | 0.1 | -3% | -12 | 1.4 | -7% | -1% | -11% | -1%
CCc1nc2c(OCc3ccccc3)cccn2c1N(C)C(=O)c1ccc(OC)cc1 | 0.0 | -9% | -3 | 1.3 | 6% | 33%[activator] | -7% | -12%
CC(=O)N(CCCc1ccc(C(C)(C)C)cc1)CCCN(C)C | -2.9 | 8% | . | -2.6 | -4% | -6% | -1% | -4%
CCOc1cc(CNCC(C)C)cc(Cl)c1OCc1ccccc1 | -3.1 | 6% | 0 | -2.1 | 9% | -9% | 4% | -12%
Cc1cc(C)c(C#N)c(N2CCN(C(=O)C3COc4ccccc4O3)CC2)n1 (centres undefined) | 0.5 | 10% | 1 | -0.8 | 17% | -2% | 0% | -15%
CCCCN(C(=O)CCCSc1nc2ccccc2[nH]1)c1c(N)n(Cc2ccccc2)c(=O)[nH]c1=O | 0.5 | -8% | 2 | -3.3 | -16% | 0% | -3% | -7%
CCCCc1ccc(-c2nc(-c3ccncc3)no2)cc1 | 5.5 | 5% | 5 | 4.1 | 15% | -10% | -13% | -10%
CCOc1ccc(CCNS(=O)(=O)c2ccc3c(c2)oc(=O)n3C)cc1OCC | -1.0 | 2% | 0 | -1.9 | 4% | 7% | 0% | 0%
CC1CC2(C)Oc3ccccc3C3OCC1(CO)C(C)C32 (centres undefined) | -0.6 | 2% | . | -1.7 | 3% | -7% | 1% | -3%
COc1ccc(C(Nc2cc(C)ccn2)c2ccc3ccc(C)nc3c2O)cc1 (centres undefined) | -2.4 | 7% | -15 | -3.6 | -3% | 15µM* | -8% | 2%

Some of the entries so far, with values under each structure.
Screens in order: IL-2 act	EPAC1 agonist	PI5P4K alpha inh	CCT modulator	EPAC2 agonist	PLK1 PBD inh	WRN inhibitor	EPAC1 antag
CCCCN(C(=O)CCCSc1nc2ccccc2[nH]1)c1c(N)n(Cc2ccccc2)c(=O)[nH]c1=O
 : 0.5	-8%	2	-3.3	-16%	0%	-3%	-7%
CCCCc1ccc(-c2nc(-c3ccncc3)no2)cc1
 : 5.5	5%	5	4.1	15%	-10%	-13%	-10%
